Compound activity as filed in PubChem.
DNA Pol III inh = DNA polymerase III holoenzyme inhibition; AID 603; Potency, µM (series often up to 57.1 µM), without a hit: top-dose activity change, negative = inhibition; actives 0.25% (n = 71,000); reconstituted DNA polymerase III holoenzyme replication, biochemical; also: potency is read from the fitted curve at half-maximal effect; % is scaled to controls: 0 for no effect and ±100 for the full control effect
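Reconstituted *E. coli* holoenzyme (0.35 nM Pol III, 1 nM beta, 154 nM SSB, 2 nM primase) was preincubated with compound for 15 min at RT. Synthesis on 1.4 nM ssM13Gori ran 35 min, then was stopped with PicoGreen/EDTA and read as dsDNA fluorescence.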
HADH2 inhib = inhibitors of human HADH2 dehydrogenase; Q99714; recombinant HADH2, NADH fluorescence, beta-hydroxybutyryl-CoA; Potency, µM (titrated, usually from 57.1 µM), without a hit: at the highest dose activity change, negative = inhibition, actives largely listed as inhibitors; actives 3.4% (n = 73,000); also: potency is read from the fitted curve at half-maximal effect; % is scaled to controls: 0 for no effect and ±100 for the full control effect; nearly all actives have a fitted effect of over 60% in size; many of its hits are not listed in these tables
Target sequence (Q99714 whole entry, looked up, one chain of several): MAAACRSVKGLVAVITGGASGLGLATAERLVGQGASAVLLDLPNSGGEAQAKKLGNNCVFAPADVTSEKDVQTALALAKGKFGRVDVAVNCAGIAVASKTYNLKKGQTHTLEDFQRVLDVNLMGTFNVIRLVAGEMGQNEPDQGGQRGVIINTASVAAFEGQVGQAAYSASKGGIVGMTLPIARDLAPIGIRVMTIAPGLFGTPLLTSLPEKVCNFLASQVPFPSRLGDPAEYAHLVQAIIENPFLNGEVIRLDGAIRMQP
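20 nM HADH2 + cpd, 15 min RT; add 1 mM NAD+/90 uM beta-hydroxybutyryl-CoA; kinetic fluorescence 360/450 nm, 4 min. Tris-HCl pH 9.0, 0.01% Tween-20.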
Epigenetic mod = epigenetic modulators derepressing GFP locus in mouse cells. Potency, µM (top dose mostly 46.1 µM), without a hit: at the top dose GFP derepression (activation). actives 0.09% (n = 68,000). mouse C127i GFP locus derepression, cytometry, 30 h; also: % of control where 0% means no effect
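Murine C127i mammary cells carrying a silenced, stably integrated CMV-driven GFP reporter were treated with compound for 30 hours at 37 C. After PBS washes, GFP-positive cells were counted by laser-scanning microplate cytometry.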
Hsp90 Hop PPI = changes Hsp90-Hop TPR2A binding signal, up or down; AlphaScreen TPR2A-His6 binding biotin-Hsp90 C-terminal peptide; Potency, µM (highest dose often 57 µM), for inactives: at the top dose activity change, negative = inhibition; actives 0.44% (n = 71,000); active = well fitted curve in either direction with a large enough effect; inconclusive = small, poorly fitted or top-dose-only effect, or another doubt; also: potency is read from the fitted curve at half-maximal effect; % is scaled to controls: 0 for no effect and ±100 for the full control effect; many of its hits are not listed in these tables
BRCT inh green = inhibitors of human BRCA1 BRCT-phosphoprotein interaction (green fluorophore); AID 875; Potency, µM (doses to about 76.9 µM), for the others: at the highest dose activity change, negative = inhibition, actives largely listed as inhibitors; BRCA1 BRCT-phosphopeptide binding, green fluorescence polarization; actives 0.05% (n = 75,000); P38398;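 also: potency is read from the fitted curve at half-maximal effect; plate controls were peptide without protein for full effect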
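Fluorescence polarization: His-tagged BRCT (~35 kDa BRCA1 C-terminus, 250 nM) bound to 100 nM fluorescein-labeled phosphorylated 10-aa BACH1 peptide, pH 7.3 phosphate buffer with DTT and Tween 20. Compounds incubated 12 min at room temperature; inhibition read as lowered polarization.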
HBB splicing = alters splicing of the hemoglobin beta chain; HBB splicing reporter cell assay, activation; EGFP reporter with mutant IVS2-654 intron; response scale: normalised to 500 nM splice-correcting PNA; Potency, µM (doses to about 46.1 µM), inactives show top-dose activation, hits mostly activators; actives 0.06% (n = 65,000); AID 925; also: potency is read from the fitted curve at half-maximal effect; 0% is about no effect
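HeLa cells stably expressing EGFP interrupted by mutant beta-globin intron 2 (IVS2-654), 500/well in 2% FCS. Treated with compound for 2 days at 37C. Splicing correction scored as total well GFP intensity (488 nm excitation, 500-520 nm emission); 500 nM antisense PNA served as control.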
USP2a inh = USP2a (human) protease inhibition; O75604; USP2a enzymatic assay, qHTS inhibition; Potency, µM (top dose mostly 38.3 µM), without a hit: top-dose activity change, negative = inhibition, most hits filed as inhibitors; actives 0.1% (n = 60,000);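 also: potency is read from the fitted curve at half-maximal effect; nearly all actives have a fitted effect of over 60% in size; plate controls were DMSO for no effect and NEM full inhibition control for full effect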
Target sequence (O75604 whole entry, looked up): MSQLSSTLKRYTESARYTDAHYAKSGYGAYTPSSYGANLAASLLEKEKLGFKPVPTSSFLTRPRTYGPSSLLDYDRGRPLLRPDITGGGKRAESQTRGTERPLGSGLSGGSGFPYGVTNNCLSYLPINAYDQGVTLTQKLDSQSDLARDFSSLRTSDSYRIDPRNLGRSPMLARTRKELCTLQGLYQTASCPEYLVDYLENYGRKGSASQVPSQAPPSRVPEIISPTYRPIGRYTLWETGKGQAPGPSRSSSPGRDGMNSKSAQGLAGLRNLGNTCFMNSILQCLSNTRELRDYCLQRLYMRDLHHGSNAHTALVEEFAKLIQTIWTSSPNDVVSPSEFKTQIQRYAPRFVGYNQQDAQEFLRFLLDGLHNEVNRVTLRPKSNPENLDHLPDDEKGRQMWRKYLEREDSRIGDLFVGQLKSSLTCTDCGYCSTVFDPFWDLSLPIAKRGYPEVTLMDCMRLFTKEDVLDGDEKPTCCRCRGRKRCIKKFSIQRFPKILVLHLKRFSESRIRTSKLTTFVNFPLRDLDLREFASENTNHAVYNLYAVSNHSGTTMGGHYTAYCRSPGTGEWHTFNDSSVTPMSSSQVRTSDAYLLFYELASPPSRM
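USP2 core (20 nM final) was preincubated with compound for 30 min at RT in 20 mM Tris-HCl pH 8.0, 2 mM CaCl2, 2 mM beta-mercaptoethanol; Ub-PLA2 (20 nM) plus NBD C6-HPC (20 uM) then added, fluorescence read after 2.5 h.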
CRE Fsk mod = modulators of forskolin-stimulated CRE signaling in CHO cells. CHO CRE-bla reporter (cAMP response element driving beta-lactamase), forskolin EC10, beta-lactamase ratio. Potency, µM (top dose mostly 38.2 µM), without a hit: at the top dose activity change, negative = inhibition, hits mostly activators. actives 2.5% (n = 71,000); active = well fitted activation curve with a large enough effect in the signal ratio, with a control signal flat, not every such curve was filed as active; inconclusive = small, poorly fitted or top-dose-only effect, or effect the other way, or a change in a side signal; the % refers to the signal ratio; also: potency is read from the fitted curve at half-maximal effect; % of control where 0% means no effect
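CRE-bla CHO cells stimulated with EC10 NKH 477 (water-soluble forskolin) and compound titrations, 3 h at 37C; beta-lactamase read with CCF4 after 2 h at room temperature. Activity from 460/530 nm emission ratio, AC50 values for positive or negative modulation.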
BRCT PPI red = disrupts BRCA1 BRCT binding to phosphoprotein, red fluorophore readout. AID 892. P38398. Potency, µM (top dose mostly 76.9 µM), without a hit: top-dose activity change, negative = inhibition, actives largely listed as inhibitors. BRCT-phosphopeptide binding, red fluorescence polarization. actives 0.03% (n = 75,000); also: % is scaled to controls: 0 for no effect and ±100 for the full control effect
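Fluorescence polarization: 100 nM His-tagged BRCA1 BRCT with 100 nM TAMRA-labelled phospho-BACH1 decapeptide, phosphate buffer pH 7.3 with 150 mM NaCl, DTT, 0.01% Tween 20; 12 min RT. Binding inhibition seen as FP decrease.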
15-hLO inh = 15-hLO (ALOX15) enzyme inhibition | actives 1.4% (n = 74,000) | purified 15hLO-1, xylenol orange hydroperoxide absorbance | Potency, µM (series often up to 57.1 µM), inactives show at the highest dose activity change, negative = inhibition, actives largely listed as inhibitors | P16050; also: potency is read from the fitted curve at half-maximal effect; % is scaled to controls: 0 for no effect and ±100 for the full control effect; nearly all actives have a fitted effect of over 55% in size
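Readout: Fe(III)-xylenol orange absorbance, 573-to-405 nm ratio as reaction progress. Enzyme 40 nM purified human 15hLO-1, substrate 50 uM arachidonic acid, 6 min RT after 15 min compound preincubation; Hepes pH 7.5 buffer with Triton X-100.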
UbGFP stabilizer = proteasome inhibitors stabilizing ubiquitin-GFP reporter; Ubiquitin-GFP reporter cells, proteasome inhibition, GFP fluorescence; response scale: untreated = 0%, 10 µM MG-132 = 100%; Potency, µM (doses to about 45.9 µM), for inactives: at the top dose activation (GFP accumulation), hits mostly activators; 67,000 tested, under 10 active; AID 526; active = well fitted activation curve with a large enough effect, not every such curve was filed as active; inconclusive = small, poorly fitted or top-dose-only effect, or another doubt; inactive = no such curve, though single readings can be large or run the other way; also: potency is read from the fitted curve at half-maximal effect
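Proteasome blockade was scored as a rise in GFP-expressing U2OS cells carrying a ubiquitin(G76V)-GFP construct, imaged after 4 hr compound treatment at 37 °C across a 46 uM–2.9 nM series.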
Active calls of the source: *; ? = inconclusive; . = no result given; & = joins results of further samples; [ ] = dose if it differs, or a comment. Unless noted, calls follow the shape of the dose curve; as a rule, active = well fitted curve in the direction sought with a large enough effect; inconclusive = small, poorly fitted or top-dose-only effect, or another doubt; inactive = no such curve, though single readings can be large; an effect the other way counts as inactive or inconclusive. Not all compounds are listed; the hit share may differ from the screen's.

SMILES | DNA Pol III inh | HADH2 inhib | Epigenetic mod | Hsp90 Hop PPI | BRCT inh green | HBB splicing | USP2a inh | CRE Fsk mod | BRCT PPI red | 15-hLO inh | UbGFP stabilizer
COCCn1c(CNc2ccc(F)cc2)nnc1SCC(=O)Nc1ccc(OC)cc1OC | 0% | -1% | 2% | -3% | 0.1% | -0.4%[57.5 µM] | 10% | -5% | -0.7% | 0% | -2%
COCCn1cc(C(=O)N2CCN(C)CC2)c2c3ccccc3n(C)c2c1=O | -9% | -7% | 2% | 1% | -1.6% | -0.2% | -4% | 19% | 0.7% | -1% | -8%
COC(=O)c1ccc(Cn2cnc3c(cnn3-c3ccc(F)cc3)c2=O)o1 | 5% | 5% | -4% | 3% | 1.5% | -1.9% | 9% | ? | -0.5% | -4% | 3%
O=C(c1ccco1)N1CCN(C(=O)c2ccccc2Oc2ccccc2)CC1 | 5% | -8% | 3% | 0% | -2.3% | -0.3% | 9% | -3% | -1.6% | 2% | 11%
COc1ccc(OC)c2c(=S)c3ccccc3[nH]c12 | -17% | ? | -1% | -16% | -5.0% | . | . | 20µM* | -0.9% | 10µM* | 1%
CCOC(=O)C1CCN(S(=O)(=O)c2cn(C)c(=O)n(C)c2=O)CC1 | -6% | ? | . | -5% | 3.1% | -0.3% | . | -6% | -2.8% | ? | 4%
COc1ccc(NC(=O)CSc2ncn(-c3ccccc3)n2)cc1Cl | 1% | -9% | -2% | -5% | -0.8% | -0.4% | 15% | 5% | -3.9% | -28% | -6%
O=C(OCCN1C(=O)c2ccccc2C1=O)c1cc(S(=O)(=O)N2CCOCC2)ccc1F | -1% | 0% | -1% | ? | -4.6% | 1.3% | 20% | ? | 1.1% | 8% | -2%
CO[C@H]1COC(=O)C/C=C\[C@H](C)[C@H](OC)COC(=O)[C@@H](C)COC(=O)C/C=C\[C@@H]1C | . | 8%&-6%[11.4 µM] | . | . | -2.6%&-1.1%[15.4 µM] | 5.2%&1.1%[9.22 µM] | . | . | 0.5%&0.4%[15.4 µM] | 0%&4%[11.4 µM] | .
COc1ccccc1NC(=O)CSc1nnc(Cc2cccn2C)n1-c1ccc(F)cc1 | 2% | -12% | . | -4%[2.3 µM] | -1.6% | -0.5% | . | -7% | -0.2% | ? | 6%
COc1ccccc1-c1cc2nc(C)c(CCC(=O)NCc3ccco3)c(C)n2n1 | -4% | -7% | . | -5%[2.3 µM] | -1.1% | -0.3% | . | -7% | -0.4% | -1% | -6%
Nc1cc(C(=O)O)ccc1Nc1ccc(F)c(F)c1 | -12% | -12% | 1% | -13% | -2.1% | -2.0% | -7% | 4% | -2.1% | -25% | -10%
Cc1csc(NC(=O)CSc2nc(C(C)C)nc3c2c(=O)n(C)c(=O)n3C)n1 | -4% | 3% | . | -6% | 6.1% | -0.5% | . | 2.5µM* | -5.7% | -8% | 7%
O=C(Cn1cccc1)N1CCN(c2ccc(F)cc2)CC1 | 1% | -7% | -2% | -7% | -0.8% | -0.1% | . | 0% | -0.5% | -9% | -1%
COCCn1c(=O)c(-c2ccc(F)cc2)nc2cnc(N3CCOCC3)nc21 | -7% | 1% | 0%[9.22 µM] | -6% | -1.8% | 0.3% | 62%[activator] | 2µM* | 2.2% | -9% | 4%

Marked active in 15-hLO inh (from the list above):
| canonical_smiles | DNA Pol III inh | HADH2 inhib | Epigenetic mod | Hsp90 Hop PPI | BRCT inh green | USP2a inh | CRE Fsk mod | BRCT PPI red | 15-hLO inh | UbGFP stabilizer |
| --- | --- | --- | --- | --- | --- | --- | --- | --- | --- | --- |
| COc1ccc(OC)c2c(=S)c3ccccc3[nH]c12 | -17% | ? | -1% | -16% | -5.0% | . | 20µM* | -0.9% | 10µM* | 1% |

Later entries
SMILES | DNA Pol III inh | HADH2 inhib | Epigenetic mod | Hsp90 Hop PPI | BRCT inh green | HBB splicing | USP2a inh | CRE Fsk mod | BRCT PPI red | 15-hLO inh | UbGFP stabilizer
CCc1c(C)nc2[nH]nc(-c3ccccc3)n2c1=O | -1% | 9% | -2% | 2% | -0.9% | -0.4% | 4% | 5% | 0.1% | 15% | ?
COc1ccc(C(=O)Nc2cccc(C(=O)N3CCCC3)c2)cc1 | -1% | 8% | 6% | -1% | -1.8% | 7.1% | 10% | 1% | -0.4% | 7% | -2%
Cc1c(NC(=O)COc2ncnc3ccccc23)c(=O)n(-c2ccccc2)n1C | -4% | 2% | -1% | 0% | 0.0% | 0.5%[57.5 µM] | 4% | 3% | 0.2% | 2% | 4%
COCCn1nnnc1CN(CCc1ccccc1)Cc1cc2ccc(C)cc2[nH]c1=O | -1% | 1% | -1% | -7% | 0.8% | -3.0% | 27% | 17% | -1.9% | -7% | 0%
O=C(Cn1cc2c(n1)CCCC2)NCc1cccc(Cl)c1 | -5% | 1% | 0% | -1% | -1.8% | -1.4% | . | -4% | 1.4% | 1% | 14%
CCCn1c(NC(=O)C2CCN(S(=O)(=O)c3cccs3)CC2)nc2ccccc21 | 10% | -2% | 5% | -12% | 1.0% | -2.6% | 41%[activator] | ? | 1.0% | 12% | 0%
COCCOC(=O)C1=C(C)NC2=C(C(=O)CC(C)(C)C2)C1c1ccc(N(C)C)cc1 (configuration not stated) | -2%[11.4 µM] | -8%[11.4 µM] | -2% | -9%[11 µM] | 0.9% | 0.0%[0.0738 µM] | 18%[7.66 µM] | 10%[7.6 µM] | 1.0% | -3%[11.4 µM] | 14%[9.17 µM]
CC1Cn2c(COc3ccccc3)nnc2S1 (configuration not stated) | 0% | 2% | . | -5% | -0.7% | -1.0% | . | -5% | 1.2% | 3% | 7%
N#Cc1nc(Cc2cccc3ccccc23)oc1NCc1ccc2c(c1)OCO2 | -5% | 17% | -2% | -1% | 2.1% | -0.6% | 4% | -3% | 0.2% | -5% | 4%
Cc1ccc(NC(=O)Nc2ccc3c(c2)N(C)C(=O)CS3)nc1 | -4% | 8% | 0% | -1% | 8.9% | 0.2% | 54%[activator] | -24% | 2.6% | -15% | -3%
C[C@@]1(O)C(O)[C@@H](CO)O[C@H]1n1cnc2c(NC3CCCC3)nc(Cl)nc21 (some centres not stated) | . | 10% | . | . | -0.4% | 0.7% | . | . | -0.2% | ? | .
COc1ccc(-c2noc(C3CCCN(S(=O)(=O)c4ccc(C)c(Cl)c4)C3)n2)cc1OC (configuration not stated) | -6% | 2% | -1% | -3% | -0.6% | 0.1% | 12% | 1% | -0.7% | -5% | -3%
N#CCOc1nc(N2CCOCC2)nc(N2CCOCC2)n1 | 1% | 5% | -1% | -6% | -1.8% | -5.0% | -10% | ? | -0.8% | 7% | 0%
O=c1cnc2cncnc2n1Cc1ccc(F)cc1 | -7% | 4% | 3%[9.22 µM] | -3% | -1.0% | 7.4% | 41%[activator] | 3.2µM* | 0.6% | 0% | 3%
COc1ccc(CCN(C)CCc2ccc(OC)c(OC)c2)cc1OC | -4%&-3% | 18%&0% | 0%&0% | -2%&-6% | 0.1%&-1.7% | 0.2% | 4% | ? | -3.3%&1.4% | -23%[25.6 µM] | -5%&-5%
Cc1ccc(S(=O)(=O)N2CCC(C(=O)N[C@@H](Cc3ccccc3)C(=O)O)CC2)cc1 | -6% | -1% | 3% | -3% | 1.1% | 1.3% | -2% | ? | 1.6% | 3% | 3%
COC(=O)Cc1c(C)nc2nc(NCc3c(F)cccc3Cl)[nH]n2c1=O | 3% | -1% | 2% | -5% | -1.7% | 0.3% | -4% | -3% | -0.2% | 14% | -3%
NC(=O)CSc1nnc2sc3ccccc3n12 | 0% | -3% | 5% | 1% | -0.2% | 0.0%[57.5 µM] | -8% | -3% | -1.3% | 8% | 2%
N#Cc1cc(-c2ccccc2)nn1-c1ccccc1 | -4% | 3.2µM* | 2% | 25% | -1.8% | -1.2% | -24% | -6% | -1.0% | 16µM* | -3%
CCC[C@@H]1C[C@@]1(CCC)[C@@H](NC(=O)Oc1ccccc1)c1ccc(C(=O)OC)cc1 | -4% | 6% | . | 4% | 1.4% | -1.4% | . | -4% | -1.1% | -1% | .
